PTHR1 agonist: activates the human parathyroid hormone receptor PTHR1; Q03431; HEK293 GP2 PTHR1 cells, GloSensor cAMP luminescence, 1 h; Potency, µM (titrated, usually from 115 µM), without a hit: at the highest dose activation, usual class: activators; actives 0.075% (n = 410,000); note: nearly all actives have a fitted effect of over 55% in size; some results filed as inactive show a strong effect at the top dose; inactives centre near -15; many of its hits are not listed in these tables
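HEK-293-derived GP2 cells expressing PTHR1 and a GloSensor cAMP reporter, 3,000/well, plated overnight, given luciferin plus IBMX (each 0.5 mM as added) for 1 h at 37 °C, then compound for 1 h at 37 °C. Luminescence was read after 15 min at room temperature.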
EPAC2 ag: activates human EPAC2 exchange factor; Q8WZA2; EPAC2 activation, biochemical qHTS; response scale: 100% = 6.5 mM cAMP response; Potency, µM (titrated, usually from 154 µM), without a hit: at the top dose activation, usual class: activators; actives 0.079% (n = 360,000); AID 720711; note: nearly all actives have a fitted effect of over 50% in size
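Compounds were titrated in qHTS against a Rap1B-BODIPY-GDP (250 nM) complex with EPAC2 (100 nM) and GDP (50 uM). BODIPY-GDP release tracked at 480/540 nm over 30 min at room temperature, normalized to 6.5 mM cAMP.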
FUS yeast rescue: suppressors of FUS proteinopathy in yeast; actives 0.24% (n = 390,000); Potency, µM (doses to about 76.6 µM), for inactives: top-dose growth rescue (activation), most hits filed as activators; S. cerevisiae FUS-expressing, growth rescue, OD600, 24 h;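 note: plate controls were DMSO vehicle for no effect and reference control for full effect; nearly all actives have a fitted effect of over 55% in size; some results filed as inactive show a strong effect at the top dose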
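Restored growth of FUS-toxic S. cerevisiae, read as 600 nm absorbance after 24 h at 30C in galactose medium (starting OD 0.005). Controls CP55940 and DMSO.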
EPAC1 antag: blocks human EPAC1 exchange factor; EPAC1 GEF assay, Rap1b-BODIPY-GDP exchange fluorescence; Potency, µM (top dose mostly 115 µM), without a hit: at the highest dose activity change, negative = inhibition, hits mostly inhibitors; actives 0.14% (n = 360,000); AID 720709;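 note: plate controls were vehicle for no effect and positive control for full effect; nearly all actives have a fitted effect of over 50% in size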
Target sequence (O95398 whole entry, looked up): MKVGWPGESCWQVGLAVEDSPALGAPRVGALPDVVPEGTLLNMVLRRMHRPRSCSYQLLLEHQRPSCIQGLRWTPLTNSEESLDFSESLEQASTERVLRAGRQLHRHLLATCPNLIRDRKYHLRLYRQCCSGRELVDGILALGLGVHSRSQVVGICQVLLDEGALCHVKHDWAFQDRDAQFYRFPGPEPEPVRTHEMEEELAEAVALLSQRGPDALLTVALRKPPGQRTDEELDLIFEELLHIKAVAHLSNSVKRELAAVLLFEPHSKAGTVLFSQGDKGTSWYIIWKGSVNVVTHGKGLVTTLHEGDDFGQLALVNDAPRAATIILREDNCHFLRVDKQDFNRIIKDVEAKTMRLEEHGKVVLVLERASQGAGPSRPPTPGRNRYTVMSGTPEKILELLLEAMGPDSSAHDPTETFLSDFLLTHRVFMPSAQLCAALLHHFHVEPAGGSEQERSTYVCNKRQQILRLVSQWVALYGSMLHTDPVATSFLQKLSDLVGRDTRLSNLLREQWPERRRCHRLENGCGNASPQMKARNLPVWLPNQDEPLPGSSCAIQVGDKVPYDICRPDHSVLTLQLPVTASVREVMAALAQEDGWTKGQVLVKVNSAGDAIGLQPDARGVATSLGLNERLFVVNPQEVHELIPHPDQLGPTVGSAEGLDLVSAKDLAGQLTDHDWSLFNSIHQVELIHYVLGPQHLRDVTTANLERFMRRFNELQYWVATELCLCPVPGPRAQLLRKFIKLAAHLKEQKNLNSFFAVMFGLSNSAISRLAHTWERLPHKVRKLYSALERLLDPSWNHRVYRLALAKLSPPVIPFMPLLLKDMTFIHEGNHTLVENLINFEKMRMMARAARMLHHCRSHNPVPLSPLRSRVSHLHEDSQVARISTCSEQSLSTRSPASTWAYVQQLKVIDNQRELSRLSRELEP
TDP-43 yeast inh: TDP-43 toxicity inhibition in yeast; TDP-43 expressing yeast growth rescue, BacTiter-Glo, 24 h; Potency, µM (series often up to 46.1 µM), without a hit: top-dose growth rescue (activation), most hits filed as activators; actives 1.8% (n = 410,000); AID 652104; note: % of control where 0% means no effect; nearly all actives have a fitted effect of over 50% in size
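Cell-based yeast growth screen: TDP-43 expression induced in galactose, inoculum OD600=0.02 after raffinose pregrowth to mid-log. Read-out BacTiter-Glo luminescence at 24 hr, 30 deg C; inhibition of toxicity seen as signal increase.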
EPAC1 agonist: EPAC1 (human) agonism. Potency, µM (top dose mostly 154 µM), for inactives: top-dose activation, actives largely listed as activators. EPAC1 agonist qHTS, biochemical assay; response scale: 100% = response to 6.5 mM cAMP. actives 0.073% (n = 360,000). O95398; note: nearly all actives have a fitted effect of over 60% in size
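Multi-concentration qHTS readout: loss of Rap1B-bound BODIPY-GDP fluorescence driven by 100 nM EPAC1 with excess GDP (50 uM), monitored kinetically at room temperature; agonist response expressed relative to 6.5 mM cAMP.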
aSyn rescue: alpha-synuclein toxicity inhibition in yeast. Yeast expressing alpha-synuclein, growth rescue, BacTiter-Glo, 24 h. Potency, µM (highest dose often 46.1 µM), for the others: top-dose growth rescue (activation), actives largely listed as activators. actives 0.14% (n = 370,000). AID 652106; note: % of control where 0% means no effect; nearly all actives have a fitted effect of over 65% in size
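Galactose-induced alpha-syn yeast (OD600=0.02, raffinose-pregrown) + pinned cpd, 24 hr, 30 deg C; growth by BacTiter-Glo luminescence. Growth restoration scores as activation.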
EPAC2 antag: EPAC2 (human) antagonism; EPAC2 GEF exchange of Rap1B-BODIPY-GDP, fluorescence; Q8WZA2; Potency, µM (series often up to 114 µM), without a hit: top-dose activity, negative = inhibition, actives largely listed as inhibitors; actives 0.18% (n = 360,000); note: % is set by controls: 0 for no effect and ±100 for the full control effect; nearly all actives have a fitted effect of over 45% in size; many of its hits are not listed in these tables
* = called active by the depositor; i = inactive; ? = inconclusive; . = no result given; & = joins results of further samples; [ ] = another dose, or the depositor's remark. Calls come from the whole dose curve; as a rule, active = well fitted curve in the direction sought with a large enough effect; inconclusive = small, poorly fitted or top-dose-only effect, or another doubt; inactive = no such curve, though single readings can be large; an effect the other way counts as inactive or inconclusive. Potency is the fitted concentration of half-maximal effect.

compound	PTHR1 agonist	EPAC2 ag	FUS yeast rescue	EPAC1 antag	TDP-43 yeast inh	EPAC1 agonist	aSyn rescue	EPAC2 antag
CC1Oc2ccccc2N(CC(=O)c2cccc(Cl)c2)C1=O (configuration not stated)	-57%[inhibitor]	19%	13%	-9%	16µM*	10%	15%	-13%
CCN1C(=NCCOC)N[C@@H](CCc2ccccc2)[C@H](C(=O)OC)[C@H]1C	-38%[inhibitor]	7%	-4%	-9%	0%	-6%	-3%	-1%
Cn1c(Cl)c(/C=N/OC(=O)C(C)(C)C)c2ccccc21	-7%	5%	25%	-19%	-4%[9.22 µM]	-6%	2%	-10%
COc1ccc(CCNC(=S)N2CCN(S(=O)(=O)c3ccc(F)cc3)CC2)cc1	i	1%	-18%	-11%	12%	?	-7%	16%
COc1ccc(CN2C(=O)[C@@H]3C(c4ccc(F)cc4)=NO[C@@H]3C2=O)cc1	i	-2%	-5%	-19%	12%	10%	1%	-1%
COc1ccc(-c2cc(C(=O)NN)[nH]n2)cc1	-18%	3%	27%	-16%	-4%	12%	1%	2%
COc1ccccc1C(=O)N/C(=C/c1ccccc1)C(=O)NC(CCSC)C(=O)O (configuration not stated)	i	5%	-5%	-2%	-14%	1%	-6%	-4%
COC(=O)c1cc(NS(=O)(=O)c2ccc(NC(C)=O)cc2)ccc1Cl	-27%	-6%	?	1%	-23%	1%	4%	7%
CCN(CC)CCNC(=O)C(=O)Nc1cc2c3c(c1)CCC(=O)N3CCC2	-16%	-7%	1%	1%	-14%	-8%	0%	9%
CCC(c1nnnn1CCOC)N(Cc1cc2c(C)cc(C)cc2[nH]c1=O)CC1CCCO1 (configuration not stated)	-8%[57.5 µM]	8%	33%	0%	-19%	5%	0%	-3%
OC(c1ccccc1)(c1ccccc1)C1CCN(C(=S)NCCc2ccccc2)CC1	i	3%	17%	2%	-2%[9.22 µM]	9%	?	-7%
Cn1c2c(c(=O)n3ncnc13)CCCC2	i	5%	2%	-14%	2%	-3%	8%	12%
COc1ccc(C(=O)N(Cc2ccco2)Cc2cc3cc(C)ccc3[nH]c2=O)cc1OC	-53%[inhibitor][57.5 µM]	7%	28%	0%	2%	1%	-1%	-2%
COc1ccccc1CNC(=O)C(=O)NCC1OCCN1S(=O)(=O)c1ccc(Br)cc1 (configuration not stated)	-21%	-6%	?	-4%	0%	-6%	9%	-8%
CCc1cc2c(=O)c(-c3nc4ccccc4n3C)c(C)oc2c(CN2CCCCC2)c1O	i	4%	-3%	-2%	6%	2%	-2%	-5%
O=S(=O)(NCCCN1CCN(c2ccccc2F)CC1)c1cccc2cccnc12	-25%	6%	-13%	-8%	14%	-2%	6%	-2%
O=C(Nc1ncccc1Cl)c1cc2ccccc2o1	-27%	7%	-10%	-14%	19%	2%	0%	2%
Cc1nc2ccc(NC(=S)N3CCC(C)CC3)cc2nc1C	-20%	-2%	23%	5%	-1%[9.22 µM]	-1%	14%	1%
CCOc1ccccc1NS(=O)(=O)c1ccc(-c2cnc(C3CC3)o2)cc1	-41%&-14%[inhibitor]	16%	39%&36%	-22%	?	7%	11%	-19%
O=C(N/N=C/c1ccccc1OC(F)F)NC1CCCCC1	-5%	0%	3%	-12%	-10%	1%	0%	-7%
CCOc1c(Br)cc(CNCc2cccs2)cc1OC	i	-7%	12%	7%	-13%	-15%	1%	8%
COc1cc2c(cc1OC)CN(c1ccc(-c3ccccc3OC)nn1)CC2	-89%[inhibitor]	3%	.	-3%	15%	6%	9%	-10%
Cc1cc([N+](=O)[O-])ccc1N(C)C	i	-4%	-8%	7%	8%	0%	-1%	6%
CCOC(=O)/C=C1\SC(C)C(=O)N1CC(=O)N(CCC#N)c1ccccc1 (configuration not stated)	-18%	7%	4%	-22%	10%	-2%	-5%	5%
O=C(NCC(=O)N(c1cccnc1)C(C(=O)NCc1ccco1)c1ccccc1)c1ccco1 (configuration not stated)	15%	2%	-1%	-16%	6%	0%	5%	0%
O=C(CSc1nnc(COc2ccccc2Cl)o1)NC(=O)NC1CCCC1	i	15%	?	-1%	3%	1%	18µM*	-5%
Nc1nc(SCc2ccccc2Cl)c2ncn(C3OC(CO)C(O)C3O)c2n1 (configuration not stated)	i	7%	-2%	-7%	3%	-8%	0%	-9%
Cc1cc(C)cc(N(C(=O)c2csnn2)C(C(=O)NC2CCCCC2)c2ccccn2)c1 (configuration not stated)	-11%	-2%	?	-2%	-24%	-13%	6%	2%
NC(=O)c1ccc(/C(N)=N/S(=O)(=O)c2cc(C(F)(F)F)cc(C(F)(F)F)c2)cc1	-17%	-3%	4%	-24%	9%	-9%	0%	-10%
Cc1nc2ccc(S(=O)(=O)NCC(=O)Nc3ccc(F)cc3)cc2s1	?	-1%	8%	-24%	-15%	-1%	0%	-4%
CCNC(=S)Nc1ccc(Cl)c([N+](=O)[O-])c1	-45%[inhibitor]	2%	11%	-20%	3%	-5%	1%	-11%
Cc1cccc(Oc2ncnc3onc(C)c23)c1C	i	5%	-16%	-10%	-21%	0%	-1%	-6%
NC(=O)CN1C(=O)C(=O)N(Cc2ccccc2)C1=O	-12%	0%	-33%	-3%	6%	-2%	-3%	-17%
C[C@H]1CN(c2ccccc2)C(=O)[C@@H]1CC(=O)Nc1ccc(Br)cc1	i	10%	-7%	-21%	3%	2%	6%	-15%
CCN1CCN(c2nc3ccccc3nc2C(C#N)C(=O)OC2CCCCC2)CC1 (configuration not stated)	i	2%	.	-9%	-1%	-1%	5%	-12%
c1ccc2c(CCNc3ncnc4nc[nH]c34)c[nH]c2c1	-9%	11%	-29%	-1%	10%	12%	-7%	-14%
CCOc1ccc(N=Nc2ccc(O)c3ncccc23)cc1	-1%	2%	-4%	7%	?	1%	13µM*	4%
CCN(C(=O)COC(=O)c1ccccc1O)c1cccc2ccccc12	-7%	7%	20%	-22%	?	18%	29%	-5%
O=C(CN1CCN(Cc2ccccc2Cl)C1=O)N1CCCCCC1	i	-4%	-21%	-4%	6%	-9%	1%	-1%
O=C(NCc1ccco1)c1cccc(NC(=O)c2ccccc2)c1	i	15%	33%	1%	-13%	9%	.	-1%
CC(C)n1c(-c2ccccc2F)n[nH]c1=S	i	3%	10%	11%	7%	10%	0%	-3%
CC(C)(C)c1ccc(S(=O)(=O)N2CCN(CC(O)COCC3CCCO3)CC2)cc1 (configuration not stated)	-18%	-4%	5%	-10%	13%	0%	?	-4%
CCN(CC)c1ccc(C(=O)c2ccccc2C(=O)O)c(O)c1	-17%	-17%	8%	10%	-3%	-13%	2%	18%
Clc1ccc(CSc2nnc3c(n2)[nH]c2ccccc23)cc1	-38%[inhibitor]	2%	-17%	10%	15%	0%	-12%	-2%
O=C(NCc1ccco1)c1ccc(Cn2cc([N+](=O)[O-])cn2)o1	-15%[57.5 µM]	2%	8%	-4%	-16%	8%	-3%	-2%
CC1(C)Oc2ccc3ccc(=O)oc3c2C[C@H]1O	i	2%	-13%	-4%	8%	-1%	-12%	-7%
C[C@@H]1CCCCO[C@H](CN(C)S(=O)(=O)c2cn(C)cn2)[C@H](C)CN([C@@H](C)CO)C(=O)c2cc(NC(=O)c3ccccc3)ccc2O1	-13%	7%	14%	-6%	17%	6%	2%	-5%
Cc1ccc(NC(=O)COC(=O)Cc2c[nH]c3ccccc23)cc1C	i	9%	2%	-17%	16%	-4%	21%	-15%
CC(C)NC(=O)C1CCCN(c2nnc(-n3cccc3)s2)C1 (configuration not stated)	-4%	0%	-23%	8%	11%	-2%	20%	-7%
COc1ccc(CCN2C(=O)N(c3ccc(OC)cc3)C(=O)C2CC(=O)Nc2ccccc2)cc1 (configuration not stated)	0%	11%	14%	-21%	8%	12%	7%	-11%

Further structures
compound	PTHR1 agonist	EPAC2 ag	FUS yeast rescue	EPAC1 antag	TDP-43 yeast inh	EPAC1 agonist	aSyn rescue	EPAC2 antag
CC(C)c1ccc(CN2CCC(Oc3ccc(C(=O)N4CCCC4)cc3)CC2)cc1	i	0%	17%	-6%	12%	1%	3%	3%
O=C(NNC(=S)NC(=O)c1cccs1)c1ccc(O)cc1	-5%	16%	10%	19%	0%	-4%	0%	24%
COCCC(=O)N1CCC(Oc2ccc(C(=O)N(C)C3CCCCC3)cc2)CC1	i	4%	6%	-4%	16%	5%	0%	4%
CCC(C)NC(=O)C1CN(S(=O)(=O)c2ccccc2)CCN1S(=O)(=O)c1ccccc1 (configuration not stated)	0%[57.5 µM]	0%[15.6 µM]	7%	5%	-6%	-4%	4%	11%
CC(C)CN1C(=O)/C(=C/c2ccco2)NC1=S	i	-2%	18%	-5%	?	-2%	-7%	7%
COCCCNC(=O)c1ccc(Cn2c(=O)c3ccccc3n(Cc3ccc(C)cc3)c2=O)cc1	-57%	-5%	8%&0%	1%	28%&22%	-7%	3%	0%
CN(C)c1cc[n+](CCC(=O)Nc2cccc([N+](=O)[O-])c2N)cc1	i	3%	-1%	2%	?	4%	-6%	9%
Cc1ccc(C(=O)NC(=S)NCc2cccnc2)cc1	-39%[inhibitor]	-7%	-20%	1%	-22%	-10%	-6%	16%[57.1 µM]
Cn1cc(C(=O)N/N=C/C(Br)=C/c2ccccc2)ccc1=O	i	3%	-24%	-8%	15%	6%	7%	-2%
C=CCOc1ccc(C2NC(=S)NC(c3ccccc3)=C2C(C)=O)cc1OC (configuration not stated)	i	8%	35%	-10%	-14%[0.397 µM]	1%	-1%	-9%
CC1(C)NC(=O)N(CC(=O)OCC(=O)N2CCN(S(=O)(=O)c3ccccc3)CC2)C1=O	i	0%	-2%	8%	11%	-2%	7%	15%

Full records, looked up by structure. Screens in order: PTHR1 agonist | EPAC2 ag | FUS yeast rescue | EPAC1 antag | TDP-43 yeast inh | EPAC1 agonist | aSyn rescue | EPAC2 antag
Cn1c(Cl)c(/C=N/OC(=O)C(C)(C)C)c2ccccc21 reads -7% | 5% | 25% | -19% | -4%[9.22 µM] | -6% | 2% | -10%
CCN(CC)CCNC(=O)C(=O)Nc1cc2c3c(c1)CCC(=O)N3CCC2 reads -16% | -7% | 1% | 1% | -14% | -8% | 0% | 9%
COc1ccccc1CNC(=O)C(=O)NCC1OCCN1S(=O)(=O)c1ccc(Br)cc1 (configuration not stated) reads -21% | -6% | ? | -4% | 0% | -6% | 9% | -8%

Some of the compounds tested (hit frequency here may not be typical).
